Assay outcomes as filed in PubChem.
PI4K2A inh: qHTS for small molecular inhibitors of PI4K2A; Phosphatidylinositol 4-kinase type 2-alpha (Homo sapiens), Q9BTU6; purified PI4K2A, ADP-Glo luminescence, 1 h; hits give low values; activity change, negative = inhibition, % at 76.9 µM; 0.13% of 420,000 active; AID 1346378, 2018; in the data active means activity change below about -50%; inconclusive means mostly about -30% to -49%;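 further: -100% = wells without enzyme as full effect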
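In this quantitative HTS, ADP production by PI4K2A was quantified luminescently after 1 h at ambient temperature; 100 microM adenosine served as plate-quality control.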
JMJD2A Tudor inh: qHTS Assay for Inhibitors of JMJD2A-Tudor Domain; Potency, µM (top dose mostly 114 µM), without a hit: top-dose activity change, negative = inhibition, usual class: inhibitors; 4.4% of 390,000 active; Lysine-specific demethylase 4A (Homo sapiens), O75164; AlphaScreen JMJD2A-Tudor / H3K4me3 peptide binding; further: potency means the concentration at half of the fitted maximal effect; on the % scale 0 is the no-effect control and ±100 the full control effect; nearly all actives have a fitted effect of over 50% in size
G9a inh: qHTS Assay for Inhibitors of Histone Lysine Methyltransferase G9a | Histone-lysine N-methyltransferase EHMT2 (Homo sapiens), Q96KQ7 | G9a H3K9 monomethylation, AlphaScreen, 2 h | Potency, µM (doses to about 102 µM), for inactives: top-dose activity, negative = inhibition, hits mostly inhibitors | 8.8% of 350,000 active; further: potency means the concentration at half of the fitted maximal effect; on the % scale 0 is the no-effect control and ±100 the full control effect; nearly all actives have a fitted effect of over 75% in size
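AlphaScreen read-out: biotin-H3K9 peptide (500 nM) methylation by 20 nM enzyme with 20 uM SAM, 2 h at room temperature after 15 min compound preincubation; anti-monomethyl H3K9 antibody plus donor/acceptor beads, 10 min dark.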
GLS inhibitor: qHTS for Inhibitors of Glutaminase (GLS) | Glutaminase kidney isoform, mitochondrial (Homo sapiens), O94925 | GLS enzymatic activity, qHTS titration | Potency, µM (doses to about 45.5 µM), without a hit: at the top dose activity change, negative = inhibition, hits mostly inhibitors | 0.21% of 410,000 active; further: potency means the concentration at half of the fitted maximal effect; on the % scale 0 is the no-effect control and ±100 the full control effect
Target sequence (O94925 whole entry, looked up, canonical isoform): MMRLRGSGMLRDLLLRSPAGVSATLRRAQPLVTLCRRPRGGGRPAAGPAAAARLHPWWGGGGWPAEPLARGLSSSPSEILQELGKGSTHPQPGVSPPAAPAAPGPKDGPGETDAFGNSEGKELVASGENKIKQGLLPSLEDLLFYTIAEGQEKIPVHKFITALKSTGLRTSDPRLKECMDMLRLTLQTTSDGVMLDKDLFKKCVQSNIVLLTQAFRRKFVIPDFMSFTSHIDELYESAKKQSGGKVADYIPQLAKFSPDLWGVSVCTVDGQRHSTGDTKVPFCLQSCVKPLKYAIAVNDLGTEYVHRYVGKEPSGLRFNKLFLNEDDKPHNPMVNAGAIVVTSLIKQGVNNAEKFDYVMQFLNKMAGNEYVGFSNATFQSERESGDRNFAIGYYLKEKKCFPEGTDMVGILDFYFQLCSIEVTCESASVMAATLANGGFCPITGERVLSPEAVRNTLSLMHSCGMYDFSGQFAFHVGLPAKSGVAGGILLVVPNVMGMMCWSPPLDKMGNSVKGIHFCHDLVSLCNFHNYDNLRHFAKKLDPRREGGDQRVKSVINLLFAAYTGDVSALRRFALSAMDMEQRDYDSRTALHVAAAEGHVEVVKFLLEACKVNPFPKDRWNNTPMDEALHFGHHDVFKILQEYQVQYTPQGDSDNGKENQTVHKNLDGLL
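hKGA; 45 mM KH2PO4 pH 8.2 + 0.02% Tween-20; cpd via pin tool; 1 mM Gln soln; GluOx/HRP/Amplex Red; RT 30 min; fluor. t0 & final.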
Pol eta inh: qHTS for Inhibitors of Polymerase Eta. AID 588591, 2011. 1.2% of 390,000 active. Potency, µM (doses to about 114 µM), inactives show at the top dose activity change, negative = inhibition, most hits filed as inhibitors. recombinant Pol eta, fluorescent DNA replication assay; further: potency means the concentration at half of the fitted maximal effect; on the % scale 0 is the no-effect control and ±100 the full control effect
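Fluorescent replication assay: 50 nM final substrate added after a 15 min room-temperature compound preincubation with 10 nM enzyme. Signal taken at 0 min and again at 10 min.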
BAZ2B inh: qHTS Assay for Inhibitors of BAZ2B. 4.4% of 360,000 active. AlphaScreen BAZ2B-H3K14Ac peptide displacement. Potency, µM (titrated, usually from 114 µM), for inactives: at the top dose activity change, negative = inhibition, most hits filed as inhibitors. AID 504333, 2011. Bromodomain adjacent to zinc finger domain protein 2B (Homo sapiens), Q9UIF8; further: potency means the concentration at half of the fitted maximal effect; on the % scale 0 is the no-effect control and ±100 the full control effect; nearly all actives have a fitted effect of over 60% in size
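Complex of BAZ2B and biotin-H3K14Ac (50 nM apiece) forms over 30 min at RT, then faces library compounds up to 110 uM for another 30 min; AlphaScreen beads added, 20 min dark incubation, luminescence read.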
HP1b binding inh: HTS for Inhibitors of HP1-beta Chromodomain Interactions with Methylated Histone Tails. 0.56% of 390,000 active. AID 540317, 2011. Potency, µM (highest dose often 114 µM), for inactives: at the top dose activity change, negative = inhibition, usual class: inhibitors. AlphaScreen HP1-beta / biotin-H3K9me3 peptide binding. Chromobox protein homolog 1 (Homo sapiens), P83916; further: potency means the concentration at half of the fitted maximal effect; nearly all actives have a fitted effect of over 70% in size; inactives centre near 23
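AlphaScreen: HP1-beta (50 nM) preformed 30 min with biotin-H3(1-18)K9me3 peptide (50 nM) in PBS pH 7.4, 0.01% Tween-20. Compound added for 30 min at RT, then streptavidin donor/nickel chelate acceptor beads (10 ug/mL) for 30 min.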
PGK inhibitor: qHTS Assay to Find Inhibitors of Phosphoglycerate Kinase. Potency, µM (top dose mostly 57.5 µM), for the others: top-dose activity change, negative = inhibition, actives largely listed as inhibitors. 0.043% of 380,000 active. PGK/GAPDH coupled, Kinase-Glo luminescence, 60 min. Phosphoglycerate kinase, glycosomal (Trypanosoma brucei brucei), P07378; further: potency means the concentration at half of the fitted maximal effect; on the % scale 0 is the no-effect control and ±100 the full control effect; nearly all actives have a fitted effect of over 60% in size
Target sequence (P07378 whole entry, looked up): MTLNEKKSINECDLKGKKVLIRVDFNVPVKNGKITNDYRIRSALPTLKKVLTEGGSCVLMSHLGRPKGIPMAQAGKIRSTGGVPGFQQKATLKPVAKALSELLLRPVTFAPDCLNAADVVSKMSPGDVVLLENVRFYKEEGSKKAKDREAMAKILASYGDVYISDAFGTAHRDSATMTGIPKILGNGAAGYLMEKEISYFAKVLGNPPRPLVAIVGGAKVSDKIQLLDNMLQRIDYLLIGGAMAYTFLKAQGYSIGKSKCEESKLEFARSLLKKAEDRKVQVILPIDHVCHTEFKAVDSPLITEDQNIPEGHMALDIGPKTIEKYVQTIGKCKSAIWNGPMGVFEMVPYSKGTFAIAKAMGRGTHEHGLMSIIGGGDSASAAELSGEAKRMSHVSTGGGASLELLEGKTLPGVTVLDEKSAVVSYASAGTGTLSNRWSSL
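Luminescent ATP detection (Kinase-Glo Plus) follows a 60-minute room-temperature incubation, with wells lacking PGK as controls. Buffer: 100 mM TEA (pH 7.6), 5 mM MgCl2, 0.01% Tween-20. Coupling enzyme GAPDH (100 nM final) supplies unstable 1,3-BPG in-well.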
Pin1 inh: qHTS Assay to Find Inhibitors of Pin1 | Pin1 FP peptide displacement, HiFluor488, 10 min | Potency, µM (titrated, usually from 115 µM), for the others: at the highest dose activity, negative = inhibition, actives largely listed as inhibitors | 0.009% of 390,000 active; active means well fitted inhibition curve with a large enough effect in the polarisation, with a control signal flat, not every such curve was filed as active; inconclusive means small, poorly fitted or top-dose-only effect, or effect the other way, or a change in a side signal; inactive means no such curve, though single readings can be large or run the other way; the % refers to the polarisation; further: potency means the concentration at half of the fitted maximal effect; on the % scale 0 is the no-effect control and ±100 the full control effect
An asterisk follows results filed as active; i = inactive; ? = inconclusive; . = no result given; [ ] = another dose, or the depositor's remark. Unless noted, the call rests on the fitted dose curve; in most records, active means well fitted curve in the direction sought with a large enough effect; inconclusive means small, poorly fitted or top-dose-only effect, or another doubt; inactive means no such curve, though single readings can be large; an effect the other way counts as inactive or inconclusive. A portion of the library (hit frequency here may not be typical).

nr	molecule	PI4K2A inh	JMJD2A Tudor inh	G9a inh	GLS inhibitor	Pol eta inh
1	CC(=O)c1ccc(NC(=O)c2ccc(-c3nc(CSc4ccc(C)cc4)c(C)o3)cc2)cc1	5	-9%	?	-1%	-6%
2	Cc1cc(C)c(Cn2c3ccccc3c3cnn(CC(=O)NCCN4CCOCC4)c(=O)c32)c(C)c1	-2	-20%	?	0%	-20%
3	O=C(Cc1ccc(Cl)cc1)N1CCOCC1	0	-12%	19%	-11%	-19%
4	Cc1csc(NC(=O)C2COc3ccccc3O2)n1 (stereo not given)	-3	2%	?	1%	-9%
5	Cc1cc(C(=O)COC(=O)c2cccn2C)c(C)n1Cc1ccco1	-1	50µM*	18µM*	-10%	-2%
6	COc1ccccc1CCNC(=O)C(=O)NCC(c1cccs1)S(=O)(=O)c1cccs1 (stereo not given)	-4	-8%	6%[59 µM]	2%	-18%
7	Cc1cc(=O)n(Cc2ccc(Br)cc2F)c2c1c(C)nn2-c1ccccc1	-1	15%	31%[59 µM]	6%	-9%
8	Cc1cccc(-n2c(-c3csc4ccccc34)n[nH]c2=S)c1	4	?	1.3µM*	?	-2%
9	Nc1ccn(CC(=O)NCCNc2ccc([N+](=O)[O-])cn2)c(=O)n1	0	-17%	-3%[0.501 µM]	7%	-2%
10	Cn1c(=O)[nH]c(=O)c2c1nc(CN1CCN(c3ccc(F)cc3)CC1)n2CCc1ccccc1	0	-19%	19%[59 µM]	-16%	-5%

nr	BAZ2B inh	HP1b binding inh	PGK inhibitor	Pin1 inh
1	-10%	12%	-3%	9%
2	?	11%	1%	1%
3	8%	22%	i	-14%
4	-2%	19%	-2%	0%
5	45µM*	?	-5%	5%
6	-9%	19%	9%	?
7	5%	65%[activator]	-11%	-3%
8	?	?	-2%	3%
9	-6%	19%	-6%	-6%
10	-1%	14%	-2%	1%

The list continues:
nr	molecule	PI4K2A inh	JMJD2A Tudor inh	G9a inh	GLS inhibitor	Pol eta inh
11	Cc1ccn2c(C(=O)N/N=C\c3cccs3)c(C)nc2c1	3	-18%	?	-3%	-12%
12	CC(C)C(C)NC(=O)COC(=O)C1CCN(S(=O)(=O)c2ccc3c(c2)OCCO3)CC1 (stereo not given)	-2	-2%	50µM*	-2%	-12%
13	O=C1c2ccccc2C(=O)N1n1cccc1	4	-11%	4%[59 µM]	4%	-15%
14	COc1ccc(C/C(O)=C(\C#N)c2nc3ccccc3s2)cc1	-7	-33%	-2%[12.7 µM]	16%	-16%
15	O=C(CN1CCN(Cc2ccccc2Cl)C1=O)NCC1CCCO1 (stereo not given)	5	-12%	-11%	2%	-7%
16	COc1ccc(-n2cccc2/C=C2\C(=N)N3N=C(c4ccco4)SC3=NC2=O)cc1	0	14µM*	?	-4%	8.9µM*
17	Cc1nnc(SCC(=O)c2c[nH]c3ccccc23)n1C1CC1	3	-20%	29%[12.7 µM]	3%	-1%
18	Cc1ccc(/C=N/NC(=O)CNC(=O)c2cccs2)o1	0	-13%	-1%	17%	5%
19	COC(=O)c1ccc(N(CC(=O)NCC2CCCO2)C(=O)CCC(=O)Nc2cc(C)on2)cc1 (stereo not given)	4	7%	-16%	-17%	-11%
20	COc1ccc(N(C)S(=O)(=O)c2cccc(C(=O)NCC(c3cccs3)N(C)C)c2)cc1 (stereo not given)	1	-22%	-18%[59 µM]	-4%	-10%

nr	BAZ2B inh	HP1b binding inh	PGK inhibitor	Pin1 inh
11	6%	32%	0%	-1%
12	9%	36%	-6%	-7%
13	3%	10%	-1%	-7%
14	-11%	-8%	-1%	4%
15	9%	26%	-5%	.
16	40µM*	-14%	?	?
17	-4%	44%[activator]	5%	3%
18	-16%	57%[activator]	5%	1%
19	-17%	24%	-4%	4%
20	-20%	18%	-4%	-1%

New compounds follow
nr	molecule	PI4K2A inh	JMJD2A Tudor inh	G9a inh	GLS inhibitor	Pol eta inh
21	CCCN1C(=O)CC(C(=O)OC)=C1C	9	0%	1%[12.7 µM]	1%	3%
22	CC(=O)Oc1ccc(C(=O)NCCc2ccccc2)cc1	-19	-6%	-6%	-3%	9%
23	COc1ccc(COc2cc(-c3cccc(OC)c3)nc3ccc(NC(=O)c4ccc(C)cc4)cc23)cc1	-1	-10%	7%[59 µM]	0%	-21%
24	COc1ccccc1N1CCN(S(=O)(=O)c2cc(C(=O)Nc3ccc(Oc4ccccc4)cc3)ccc2F)CC1	8	-22%	-18%[59 µM]	3%	-15%
25	CCc1ccc(/C=C/C(=O)c2c(C)cc(C)[nH]c2=O)cc1	21	-3%	56µM*	-2%	?
26	CCCCn1c(=O)[nH]c(=O)c2c1nc(COC(=O)c1c(C)noc1C)n2CCC	3	-8%	3%[59 µM]	5%	4%
27	CC1(C)C[C@@H](O)[C@]2(C)CC[C@]3(C)C(=CCC4[C@@]5(C)CC[C@H](O)[C@](C)(CO)C5CC[C@]43C)[C@@H]2C1 (stereo not given in full)	4	-20%	.	-1%	-3%
28	COc1ccc(N2CCN(c3ncnc4scc(-c5ccc(C)cc5)c34)CC2)cc1	6	25µM*	25µM*	35%[activator]	-1%
29	O=C(NC1CC2CCCC(C1)N2C(=O)Nc1ccccc1)C1CC1 (stereo not given)	-2	0%	-9%[59 µM]	-9%	-17%
30	Cc1ccc(C(=O)N2CCC(C(N)=O)CC2)cc1NC(=O)c1nsc2ccccc12	14	-18%	-3%[59 µM]	2%	-2%

nr	BAZ2B inh	HP1b binding inh	PGK inhibitor	Pin1 inh
21	2%	21%	-3%	4%
22	-4%	32%	3%	-2%
23	-1%	45%[activator]	3%	-2%
24	-2%	43%[activator]	-10%	16%
25	5%	42%[activator]	6%	1%
26	10%	7%	-5%	1%
27	.	22%	i	2%
28	11µM*	?	-1%	4%
29	1%	20%	-5%	-1%
30	-1%	20%[57 µM]	i	-4%

New compounds follow
nr	molecule	PI4K2A inh	JMJD2A Tudor inh	G9a inh	GLS inhibitor	Pol eta inh
31	Cc1cccc(-n2c(=O)c3c4c(sc3n3c(C)nnc23)CCCC4)c1	-2	1%	-3%[59 µM]	3%	-12%
32	CCOc1cccc(CNCCCSc2ncccn2)c1	-2	-20%	4%	8%	-1%
33	Cc1cc(NC(=O)c2cc3cccc([N+](=O)[O-])c3[nH]2)ccc1F	-1	-27%	.	-16%	25%
34	O=C(CCCOc1ccc(Cl)cc1Cl)NC(Cc1ccccc1)C(=O)O (stereo not given)	1	-8%	.	22%	-9%
35	CCN1C(=O)C2(c3ccccc31)c1c(oc3ccccc3c1=O)C(=O)N2CCOC (stereo not given)	0	0%	-6%[59 µM]	7%	-10%
36	Cc1ccc2nc3c(cc2c1)c(NC(=O)C1CCCO1)nn3CC(C)C (stereo not given)	1	25%	27%[59 µM]	-2%	-14%
37	Cc1cccc(C)c1OCCNC(=O)OCc1ccccc1	1	41%[activator]	.	-2%	-28%
38	Cc1ccccc1N1C(=O)c2cccc3c(N(C)CCO)ccc(c23)C1=O	3	20%	0%[59 µM]	-16%	-1%
39	CCc1ccccc1Nc1nc(N)nc(COC(=O)C2CCN(C(=O)c3ccc(F)cc3)CC2)n1	-3	-15%	-11%	-2%	-20%

nr	BAZ2B inh	HP1b binding inh	PGK inhibitor	Pin1 inh
31	40%[activator]	92%[activator]	-1%	1%
32	7%	-2%	-4%	-10%
33	?	16%	1%	2%
34	.	13%	-6%	2%
35	0%	60%[activator]	-3%	-6%
36	24%	233%[activator]	-4%	?
37	42%[activator]	99%[activator]	6%	3%
38	4%	38%[activator]	1%	.
39	10%	7%	-11%	-9%

Structures from the list above that contain an aryl methoxy group, in the order listed:
nr	molecule	PI4K2A inh	JMJD2A Tudor inh	G9a inh	GLS inhibitor	Pol eta inh
6	COc1ccccc1CCNC(=O)C(=O)NCC(c1cccs1)S(=O)(=O)c1cccs1 (stereo not given)	-4	-8%	6%[59 µM]	2%	-18%
14	COc1ccc(C/C(O)=C(\C#N)c2nc3ccccc3s2)cc1	-7	-33%	-2%[12.7 µM]	16%	-16%
16	COc1ccc(-n2cccc2/C=C2\C(=N)N3N=C(c4ccco4)SC3=NC2=O)cc1	0	14µM*	?	-4%	8.9µM*
20	COc1ccc(N(C)S(=O)(=O)c2cccc(C(=O)NCC(c3cccs3)N(C)C)c2)cc1 (stereo not given)	1	-22%	-18%[59 µM]	-4%	-10%
23	COc1ccc(COc2cc(-c3cccc(OC)c3)nc3ccc(NC(=O)c4ccc(C)cc4)cc23)cc1	-1	-10%	7%[59 µM]	0%	-21%
24	COc1ccccc1N1CCN(S(=O)(=O)c2cc(C(=O)Nc3ccc(Oc4ccccc4)cc3)ccc2F)CC1	8	-22%	-18%[59 µM]	3%	-15%
28	COc1ccc(N2CCN(c3ncnc4scc(-c5ccc(C)cc5)c34)CC2)cc1	6	25µM*	25µM*	35%[activator]	-1%

nr	BAZ2B inh	HP1b binding inh	PGK inhibitor	Pin1 inh
6	-9%	19%	9%	?
14	-11%	-8%	-1%	4%
16	40µM*	-14%	?	?
20	-20%	18%	-4%	-1%
23	-1%	45%[activator]	3%	-2%
24	-2%	43%[activator]	-10%	16%
28	11µM*	?	-1%	4%
